Assay outcomes deposited in PubChem by National Center for Advancing Translational Sciences (NCATS).
FLuc inh: qHTS Assay for Inhibitors of Firefly Luciferase; Potency, µM (highest dose often 57.1 µM), without a hit: at the highest dose activity change, negative = inhibition, usual class: inhibitors; actives 2.2% (n = 72,000); Luciferin 4-monooxygenase (Photinus pyralis), P08659; purified firefly luciferase, luminescence, 8 min; AID 411, 2009; also: potency is read from the fitted curve at half-maximal effect; % is scaled to controls: 0 for no effect and ±100 for the full control effect; nearly all actives have a fitted effect of over 40% in size
Target sequence (P08659 whole entry, looked up): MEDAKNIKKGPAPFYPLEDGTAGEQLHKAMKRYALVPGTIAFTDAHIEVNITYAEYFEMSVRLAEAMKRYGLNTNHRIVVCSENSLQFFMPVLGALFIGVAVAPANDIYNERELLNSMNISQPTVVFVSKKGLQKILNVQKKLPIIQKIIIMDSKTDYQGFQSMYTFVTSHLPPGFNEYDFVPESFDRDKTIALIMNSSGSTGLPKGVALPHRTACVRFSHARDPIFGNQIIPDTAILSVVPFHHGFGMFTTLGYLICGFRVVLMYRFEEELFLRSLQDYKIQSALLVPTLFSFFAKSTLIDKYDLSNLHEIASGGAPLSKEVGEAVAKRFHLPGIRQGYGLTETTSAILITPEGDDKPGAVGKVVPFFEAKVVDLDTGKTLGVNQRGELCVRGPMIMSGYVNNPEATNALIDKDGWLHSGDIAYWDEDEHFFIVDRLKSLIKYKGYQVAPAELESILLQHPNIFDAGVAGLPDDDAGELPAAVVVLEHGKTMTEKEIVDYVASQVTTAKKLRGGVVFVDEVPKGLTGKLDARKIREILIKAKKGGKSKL
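Inhibition of light generation by firefly luciferase from ATP and luciferin was profiled with concentration-response curves per sample, ATP held at 10 uM within the enzyme's linear range. Plates were read by luminescence after an 8-minute ambient incubation.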
GFP derepression: qHTS Assay for Epigenetic Modulators; actives 0.09% (n = 68,000); Potency, µM (series often up to 46.1 µM), for the others: top-dose GFP derepression (activation); mouse C127i GFP locus derepression, cytometry, 30 h; also: % of control where 0% means no effect
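Murine C127i mammary cells carrying a silenced, stably integrated CMV-driven GFP reporter were treated with compound for 30 hours at 37 C. After PBS washes, GFP-positive cells were counted by laser-scanning microplate cytometry.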
The depositor's hits bear a star; u = inconclusive; [ ] = dose if it differs, or a comment. Calls follow the shape of the dose curve; as a rule, active = well fitted curve in the direction sought with a large enough effect; inconclusive = small, poorly fitted or top-dose-only effect, or another doubt; inactive = no such curve, though single readings can be large; an effect the other way counts as inactive or inconclusive. An excerpt; the hit share may differ from the screen's.

GFP derepression	FLuc inh	SMILES
-2%[20.6 µM]	0%[25.5 µM]	CN=c1sc2ccccc2n1CC(O)COc1ccccc1 (configuration not stated)
-6%[20.6 µM]	1%[25.5 µM]	CCOc1cccc(C2C(C#N)=C(N)Oc3cc(C)oc(=O)c32)c1OCC (configuration not stated)
5%[20.6 µM]	0%[25.5 µM]	NC(=O)/C(=N\O)c1ccccc1
-2%[20.6 µM]	-1%[25.5 µM]	CCOc1ccc(S(=O)(=O)NC(C)(C)C)cc1-c1nc2c(C(C)(C)C)nn(C)c2c(=O)[nH]1
0%[20.6 µM]	3%[25.5 µM]	CCC1(C)Cc2c(sc3c2c(=O)n(C)c2nnc(SCC(=O)c4ccc(Cl)cc4)n32)CO1 (configuration not stated)
-3%[20.6 µM]	1%[25.5 µM]	CCCSc1nc(N2CCCC2)c2c(c1C#N)CC(C)(C)OC2
-2%[20.6 µM]	-1%[25.5 µM]	COc1ccccc1N1CCN(C2CCN(C(=O)c3cc(OC)c(OC)c(OC)c3)CC2)CC1
2%[20.6 µM]	-2%[25.5 µM]	CCOC(=O)C1=C(C)NC(=O)C1CC(=O)Nc1ccccc1 (configuration not stated)
-4%[20.6 µM]	1%[25.5 µM]	CN(C)c1oc(-c2cccs2)nc1C#N
0%[20.6 µM]	2%[25.5 µM]	O=S(=O)(c1ccc2ccccc2c1)N(CC(O)CN1CCOCC1)c1ccccc1 (configuration not stated)
0%[20.6 µM]	2%[25.5 µM]	COC(=O)/C(C#N)=C1/SC=C(C)N1c1ccccc1
-1%[20.6 µM]	1%[25.5 µM]	COc1cccc2c(=O)c(SC(F)(F)C(F)C(F)(F)F)c(C)[nH]c12 (configuration not stated)
-2%[20.6 µM]	-2%[25.5 µM]	COc1cc(C2C(C(=O)c3sc(C)nc3C)=C(O)C(=O)N2CCN(C)C)cc(OC)c1OC (configuration not stated)
4%[20.6 µM]	0%[25.5 µM]	CCCCOc1ccccc1/C=c1/sc2nc(-c3oc4ccccc4c3C)nn2c1=O
0%[20.6 µM]	2.5µM*	COc1ccc(-c2nc3c(Br)c(N)c(Br)cc3o2)cc1
-3%[20.6 µM]	1%[25.5 µM]	CCCCOc1ccccc1C(=O)NCCCCCC(=O)O
-4%[20.6 µM]	-1%[25.5 µM]	CCOC(=O)C1(c2nc(N)cs2)COC(=O)C1 (configuration not stated)
0%[20.6 µM]	2%[25.5 µM]	O=S(=O)(/C=C/c1ccccc1)Nc1ccc2c(c1)OCO2
3%[20.6 µM]	-4%[25.5 µM]	Cc1oc2cc(O)cc(C)c2c(=O)c1-c1cnn(-c2ccccc2)c1
5%[20.6 µM]	3%[25.5 µM]	Cc1nc2c(c(=O)n1CC1CCCO1)c1nc3ccccc3nc1n2CC(C)C (configuration not stated)
0%[20.6 µM]	0%[25.5 µM]	CSc1nc(C)c2c(c1C#N)CCCC2
6%[20.6 µM]	0%[25.5 µM]	COc1ccccc1-c1nn2c(-c3ccc(C(C)(C)C)cc3)nnc2s1
2%[20.6 µM]	-2%[25.5 µM]	COc1ccc2[nH]c(C)c(C(=O)CN3CCc4cc(OC)c(OC)cc4C3)c2c1
5%[20.6 µM]	-18%[25.5 µM]	CN1CCN(/C=N/c2sc3c(c2C#N)CCCCC3)CC1
4%[20.6 µM]	1%[25.5 µM]	COc1ccc(OC)c(C2C(C(=O)c3ccco3)=C(O)C(=O)N2CCCN2CCOCC2)c1 (configuration not stated)
2%[20.6 µM]	-1%[25.5 µM]	Cc1ccc(C2C(C(=O)c3cc4ccccc4o3)=C(O)C(=O)N2CCN(C)C)o1 (configuration not stated)
0%[20.6 µM]	5%[25.5 µM]	Cc1nc(=O)c(-c2ccccc2)c(C)n1-c1ccc(S(N)(=O)=O)cc1
-3%[20.6 µM]	-19%[25.5 µM]	N#Cc1cc(Oc2cccc3cccnc23)c(-n2nnc3ccccc32)cc1C#N
-3%[20.6 µM]	-2%[25.5 µM]	CC(=O)Nc1ccc(Oc2ccc3nc(C)[nH]c3c2)cc1
6%[20.6 µM]	-5%[25.5 µM]	Nc1ccc2oc(-c3cc(Br)ccc3Cl)nc2c1

With a hit mark in FLuc inh (from the list above):
GFP derepression	FLuc inh	SMILES
0%[20.6 µM]	2.5µM*	COc1ccc(-c2nc3c(Br)c(N)c(Br)cc3o2)cc1

Next entries.
GFP derepression	FLuc inh	SMILES
6%[20.6 µM]	2%[25.5 µM]	Cc1nnc2n(-c3ccccc3)c(=O)c3c4c(sc3n12)CCCC4
-3%[20.6 µM]	0%[25.5 µM]	CCCCNC(=O)N(C)c1nncnc1C(=O)NC
-4%[20.6 µM]	-1%[25.5 µM]	Cc1c(CCC#N)c(N2CCCCC2)n2c(nc3ccccc32)c1C#N
-2%[20.6 µM]	0%[25.5 µM]	CC(C)Cc1nc(N2CCCCC2)c(C#N)c2c1CCC2
0%[20.6 µM]	-3%[25.5 µM]	CCCC(=O)Nc1sc2c(c1C#N)CCCC2
2%[20.6 µM]	1%[25.5 µM]	CCN(CC)CCCN1C(=O)C(O)=C(C(=O)c2ccc(C)o2)C1c1ccc(C)o1 (configuration not stated)
3%[20.6 µM]	2%[25.5 µM]	Cc1nn2cnc3sc4c(c3c2nc1=O)CCCC4
-2%[20.6 µM]	4%[25.5 µM]	COc1cccc(C2/C(=C(/O)c3ccc(C)cc3)C(=O)C(=O)N2Cc2ccco2)c1 (configuration not stated)
-3%[20.6 µM]	2%[25.5 µM]	N#Cc1c(-c2ccccc2Cl)cc(C2CC2)nc1N
1%[20.6 µM]	2%[25.5 µM]	CCOC(=O)c1[nH]c2ccc(Br)cc2c1NC(=O)CCN1CCN(C(=O)OCC)CC1
18%[20.6 µM]	1%[25.5 µM]	COC(=O)CSc1nc(C)c(C(C)=O)cc1C#N
3%[20.6 µM]	0%[25.5 µM]	O=C(Cc1cscn1)c1ccc(O)cc1O
0%[20.6 µM]	3%[25.5 µM]	C=CCn1c(SCc2c(F)c(F)c(F)c(F)c2F)nc(O)cc1=O
2%[20.6 µM]	0%[25.5 µM]	Cc1cc(OCCN2CCOCC2)nc2ccccc12
-3%[20.6 µM]	0%[25.5 µM]	CC1(C)Cc2c(sc3c2C(=O)N(c2ccccc2)C2=NCCCN23)CO1
-4%[20.6 µM]	3%[25.5 µM]	COc1cc(C2C3C(=O)N(c4ccc(F)cc4)C(=O)C3ON2c2ccccc2)ccc1O (configuration not stated)
-3%[20.6 µM]	-1%[25.5 µM]	COC(=O)CSc1nnc2n(-c3ccc(OC)cc3)c(=O)c3c4c(sc3n12)CCCCC4
0%[20.6 µM]	0%[25.5 µM]	COc1ccc2c(c1)c(C(=O)CN1CCOCC1)c(C)n2C
0%[20.6 µM]	-1%[25.5 µM]	COC(=O)CC1=C(C(=O)OC)C(c2ccc3c(c2Cl)OCO3)C(C#N)=C(N)O1 (configuration not stated)
13µM*	-15%[25.5 µM]	Cc1cc(C)cc(-n2c3nc4ccccc4nc3c3c(=O)n(Cc4ccco4)cnc32)c1
-1%[20.6 µM]	3%[25.5 µM]	Cc1nnc2c(NC(C)C)nc3ccccc3n12
0%[20.6 µM]	3%[25.5 µM]	COc1ccc(-c2nn3c(COc4ccccc4)nnc3s2)cc1OC
-7%[20.6 µM]	0%[25.5 µM]	CCOc1ccc(CC2CC(=O)NC2=O)cc1 (configuration not stated)
5%[20.6 µM]	-2%[25.5 µM]	Cc1ccc2[nH]c3c(c2c1)CN(C(=O)CN1CC(C)OC(C)C1)CC3 (configuration not stated)
0%[20.6 µM]	0%[25.5 µM]	Cc1cc(C)n(-c2ncnc3sc(C)c(C)c23)n1
0%[20.6 µM]	1%[25.5 µM]	O=C(NC1CCS(=O)(=O)C1)N1CCCCC1 (configuration not stated)
10%[20.6 µM]	-3%[25.5 µM]	CCOC(=O)CNC(=O)CNC(=O)c1ccc(OCC(C)C)cc1
0%[20.6 µM]	3%[25.5 µM]	CC(C)COC(=O)CCNc1n[nH]c(=O)[nH]c1=O
-2%[20.6 µM]	1%[25.5 µM]	CCCC(CCC)C(=O)OC1C[C@H]2CC[C@@H](C1)[N+]2(C)C (some centres not stated)
2%[20.6 µM]	0%[25.5 µM]	CCOc1nnnc2c1sc1nc(N3CCOCC3)c3c(c12)CC(C)(C)OC3
-4%[20.6 µM]	0%[25.5 µM]	COCc1[nH]nc2c1C(c1ccnc3ccccc13)C(C#N)=C(N)O2 (configuration not stated)
0%[20.6 µM]	0%[25.5 µM]	CC(C)C(=O)N1CCN(c2nc(-c3ccccc3)c3c(c2C#N)CC(C)(C)OC3)CC1
0%[20.6 µM]	0%[25.5 µM]	CC1(C)Cc2c(c(-c3ccco3)[nH]c(=O)c2C#N)CS1
4%[20.6 µM]	0%[25.5 µM]	COc1cccc(Cn2c(NCC(C)C)nc3c2c(=O)n(C)c(=O)n3C)c1
-1%[20.6 µM]	3%[25.5 µM]	CC(C)C1C(C#N)=C(N)Oc2n[nH]c(C(C)(C)C)c21 (configuration not stated)
-2%[20.6 µM]	3%[25.5 µM]	N#Cc1c(N)nc(SCC(=O)NCCc2ccccc2)c(C#N)c1-c1cccs1
6%[20.6 µM]	1%[25.5 µM]	Cc1ccc(C#N)c(SCc2cc3c(cc2Cl)OCO3)n1
0%[20.6 µM]	0%[25.5 µM]	Cc1ccc(C2/C(=C(/O)c3ccc(OC(C)C)cc3)C(=O)C(=O)N2CCN2CCOCC2)cc1 (configuration not stated)
8%[20.6 µM]	u	Clc1ccc2nc(CSc3nc4ccccc4o3)cn2c1
-4%[20.6 µM]	-2%[25.5 µM]	COc1ccc2[nH]c3c(N4CCN(Cc5ccc6c(c5)OCO6)CC4)ncnc3c2c1
2%[20.6 µM]	2%[25.5 µM]	COC(=O)CSc1nc2c(c(=O)n(C)c(=O)n2C)n1CCC(C)C
0%[20.6 µM]	3%[25.5 µM]	CCCCCCn1c(C(C)O)nc2ccccc21 (configuration not stated)
14%[20.6 µM]	2%[25.5 µM]	CC(C)c1nc(N2CCOCC2)c(C#N)c2c1CCC2
-1%[20.6 µM]	1%[25.5 µM]	Cc1nc2oc(C(=O)c3ccc(Br)cc3)c(N)c2c2c1COC(C)(C)C2
0%[20.6 µM]	0%[25.5 µM]	Cc1nnc2n(Cc3ccccc3)c(=O)c3c4c(sc3n12)COC(C(C)C)C4 (configuration not stated)
-2%[20.6 µM]	1%[25.5 µM]	CC1(C)Cc2c(C#N)c(SCc3nc4ccccc4[nH]3)nc(N3CCOCC3)c2CO1
-2%[20.6 µM]	-1%[25.5 µM]	O=C(NCCC1=CCCCC1)c1ccc(=O)oc1
-4%[20.6 µM]	-9%[25.5 µM]	COc1ccc(NCc2cc3ccccc3[nH]c2=O)cc1
0%[20.6 µM]	1%[25.5 µM]	Cn1c(=O)[nH]c2cc(Cl)cnc21
6%[20.6 µM]	-1%[25.5 µM]	CCCc1nnc(NC(=O)Nc2ccccc2OC)s1
8%[20.6 µM]	2%[25.5 µM]	Cn1c(NCCCO)nc2c1c(=O)n(Cc1ccccc1F)c(=O)n2C
-3%[20.6 µM]	1%[25.5 µM]	C=C(C)CSC1=C(C#N)C(c2ccsc2)CC(=O)N1 (configuration not stated)
2%[20.6 µM]	-1%[25.5 µM]	O=C(CCCN1C(=O)c2ccccc2C1=O)N1CCC(c2ccccc2)C1 (configuration not stated)
6%[20.6 µM]	-12%[25.5 µM]	COc1cc(C(=O)Nc2ccc(O)cc2C(=O)O)ccc1OC(C)=O
2%[20.6 µM]	-3%[25.5 µM]	Cc1oc2nc(SCCCC(=O)NCCCO)nc(N)c2c1C
-6%[20.6 µM]	-3%[25.5 µM]	CCOC(=O)c1c(CN2CCN(C)CC2)n(C)c2cc(Br)c(OC)cc12
-3%[20.6 µM]	-1%[25.5 µM]	Nc1nnc(CSCc2ccc(F)cc2)s1
6%[20.6 µM]	-2%[25.5 µM]	CCOC(=O)CSc1nc2ccccc2c(=O)n1C
-6%[20.6 µM]	-2%[25.5 µM]	CC(C)(C)OC(=O)N1CC=C2C(C#N)=C(N)C(C#N)(C#N)[C@H](c3cccnc3)[C@H]2C1
-4%[20.6 µM]	0%[25.5 µM]	CC1CN(C2CCN(C(=O)c3ccccc3Cl)CC2)CC(C)O1 (configuration not stated)
5%[20.6 µM]	-1%[25.5 µM]	CSc1nc2sc3c(c2c(=O)[nH]1)CCC(C)C3 (configuration not stated)

Retrieved by compound from above:
GFP derepression	FLuc inh	SMILES
-1%[20.6 µM]	1%[25.5 µM]	Cc1nc2oc(C(=O)c3ccc(Br)cc3)c(N)c2c2c1COC(C)(C)C2
0%[20.6 µM]	3%[25.5 µM]	CCCCCCn1c(C(C)O)nc2ccccc21 (configuration not stated)

An excerpt of these results, comma-delimited:
Compound,GFP derepression,FLuc inh
COc1cccc(Cn2c(NCC(C)C)nc3c2c(=O)n(C)c(=O)n3C)c1,4%[20.6 µM],0%[25.5 µM]
CCOC(=O)c1c(CN2CCN(C)CC2)n(C)c2cc(Br)c(OC)cc12,-6%[20.6 µM],-3%[25.5 µM]
COC(=O)/C(C#N)=C1/SC=C(C)N1c1ccccc1,0%[20.6 µM],2%[25.5 µM]
COc1ccccc1N1CCN(C2CCN(C(=O)c3cc(OC)c(OC)c(OC)c3)CC2)CC1,-2%[20.6 µM],-1%[25.5 µM]
N#Cc1c(N)nc(SCC(=O)NCCc2ccccc2)c(C#N)c1-c1cccs1,-2%[20.6 µM],3%[25.5 µM]
CN1CCN(/C=N/c2sc3c(c2C#N)CCCCC3)CC1,5%[20.6 µM],-18%[25.5 µM]
